# FadD28 FP inh – inhibitors of FadD28 bisubstrate probe binding, primary screen, biochemical, fluorescence polarization, single point | Mycobacterium tuberculosis FadD28 fatty-acid-AMP ligase | inhibition, % at 12.5 µM | hit rate 0.22% among 360,000; in the data active = inhibition above about 8.5%, passing the limit was not always enough; inconclusive = no clear call, values can overlap the other calls
# FBA Mtb inh – Mtb FBA enzyme inhibitors, primary screen, biochemical, fluorescence, strain H37Rv | Fructose-bisphosphate aldolase (Mycobacterium tuberculosis (strain ATCC 25618 / H37Rv)), … | purified M. tuberculosis FBA, fluorescence read-out | inhibition, % at 1 µM | hit rate 2.3% among 360,000; in the data active = inhibition above about 27%;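 note: 0% = vehicle and 100% = reference inhibitor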
# MazEF act – activators of E. coli MazEF toxin-antitoxin RNase, primary screen, biochemical, fluorescence, uHTS; Endoribonuclease toxin MazF (Escherichia coli (strain K12)), P0AE70; FAM/BHQ RNA-DNA oligo cleavage fluorescence, 5 h; activation, % at 20 µM; hit rate 0.32% among 350,000; AID 504720, 2011; in the data active = activation above about 50%
# Target sequence (P0AE70 whole entry, looked up): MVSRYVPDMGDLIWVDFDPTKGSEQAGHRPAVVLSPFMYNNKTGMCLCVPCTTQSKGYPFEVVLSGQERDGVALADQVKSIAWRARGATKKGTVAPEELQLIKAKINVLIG
# GDH-TPI counter – GDH-TPI coupling enzyme inhibitors, primary screen, artefact control for M. tuberculosis FBA inhibitor project, biochemical, absorbance, full deck | GDH-TPI coupled enzyme counterscreen, NADH absorbance | inhibition, % at 4.8 µM | hit rate 1.2% among 360,000 | AID 588335, 2011; in the data active = inhibition above about 30%;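 note: 0% = DMSO wells and 100% = wells lacking the enzyme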
# PrPC TRFRET – inhibitors of human cell surface prion protein PrPC, primary screen, cell-based, TR-FRET; TR-FRET read-out; hit rate 0.43% among 370,000; inhibition, % at 13.8 µM; Major prion protein (Homo sapiens), P04156; in the data active = inhibition above about 24%; note: 0% = median of the test wells and 100% = reference compound wells
# Rv3671c protease – Rv3671c serine protease inhibitors, primary screen, biochemical, fluorescence polarization, M. tuberculosis H37Rv; AID 2606, 2010; hit rate 0.048% among 320,000; P9WHR9; inhibition, % at 5.96 µM; in the data active = inhibition above about 38%;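 note: extracellular domain of Rv3671c used as enzyme; 0% = enzyme with DMSO and 100% = no enzyme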
# Target sequence (P9WHR9 whole entry, looked up, the tested form may be a part): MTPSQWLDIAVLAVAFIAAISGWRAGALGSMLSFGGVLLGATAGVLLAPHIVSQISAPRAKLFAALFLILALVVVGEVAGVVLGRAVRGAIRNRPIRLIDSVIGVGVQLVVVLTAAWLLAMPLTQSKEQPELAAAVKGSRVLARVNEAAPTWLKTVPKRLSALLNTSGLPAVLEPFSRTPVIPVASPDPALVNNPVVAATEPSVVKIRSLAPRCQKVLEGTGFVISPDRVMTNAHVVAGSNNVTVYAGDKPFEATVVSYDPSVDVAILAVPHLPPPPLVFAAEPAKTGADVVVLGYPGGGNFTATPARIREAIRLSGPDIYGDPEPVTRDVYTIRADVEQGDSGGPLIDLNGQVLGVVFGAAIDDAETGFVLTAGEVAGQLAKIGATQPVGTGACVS
# Mtb BioA inh – M. tuberculosis BioA enzyme inhibitors, primary screen, biochemical, plate reader, single point, HTS. 7,8-diaminopelargonic acid synthase BioA (Mycobacterium tuberculosis). purified M. tuberculosis BioA enzyme. inhibition, % at 9.99 µM. hit rate 0.096% among 360,000. AID 602481, 2012; in the data active = inhibition above about 40%; inconclusive = no clear call, values can overlap the other calls
# Mtb UGM inh – M. tuberculosis UGM enzyme inhibitors, primary screen, biochemical, fluorescence polarization, single point | UDP-galactopyranose mutase (Mycobacterium tuberculosis (strain ATCC 25618 / H37Rv)), … | purified UGM, fluorescence polarization probe displacement | inhibition, % at 10 µM | hit rate 0.06% among 320,000 | AID 504406, 2011; in the data active = inhibition above about 10%, passing the limit was not always enough; inconclusive = no clear call, values can overlap the other calls
# Target sequence (P9WIQ1 whole entry, looked up): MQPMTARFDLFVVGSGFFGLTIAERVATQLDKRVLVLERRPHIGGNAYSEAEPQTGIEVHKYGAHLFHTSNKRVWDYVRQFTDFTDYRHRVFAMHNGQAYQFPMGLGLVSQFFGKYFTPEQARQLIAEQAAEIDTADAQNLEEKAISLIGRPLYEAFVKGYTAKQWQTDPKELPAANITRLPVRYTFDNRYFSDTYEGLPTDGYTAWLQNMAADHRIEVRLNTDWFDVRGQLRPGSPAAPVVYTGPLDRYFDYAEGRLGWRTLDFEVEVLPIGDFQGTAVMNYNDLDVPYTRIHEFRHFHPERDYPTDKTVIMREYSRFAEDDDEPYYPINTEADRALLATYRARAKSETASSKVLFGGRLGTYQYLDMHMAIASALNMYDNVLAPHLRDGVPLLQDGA
# BoNT-F LC inh – BoNT/F light chain protease inhibitors, primary screen, biochemical, flow cytometry, MLPCN library | Botulinum neurotoxin type F light chain protease (Clostridium botulinum) | Multiplex microsphere protease cleavage assay | inhibition, % at 10 µM | hit rate 0.22% among 360,000; in the data active = inhibition above about 35%, passing the limit was not always enough; inconclusive = no clear call, values can overlap the other calls; note: plate controls were buffer without enzyme for full effect and enzyme alone for no effect
# * marks the source's active call; other numbers are inactive results; ? = inconclusive; / = no result given.
# Start of the data: the first 4 entries, to show the layout:
# Every second line gives: BoNT-F LC inh	Mtb BioA inh	PrPC TRFRET	Rv3671c protease	FBA Mtb inh	Mtb UGM inh	MazEF act	GDH-TPI counter	FadD28 FP inh
CNC(=S)N/N=C/c1cccc(OCc2ccccc2F)c1
 : -3	0.4	15	-14	0	-0.8	-4	5	-3.3
Cc1cccc(Cl)c1OCCCn1ccnc1
 : ?	-0.3	2	-4	1	1.3	2	2	-3.5
CN(C)/C=C(\C=O)c1onc(-c2ccccc2Cl)c1C#N
 : -5	/	-7	-10	5	1.5	10	-3	-4.0
COc1cccc(N(C(=O)C2CSC(=O)C2)C(C(=O)NC(C)(C)C)c2ccncc2)c1 (stereo unspecified)
 : 0	/	-6	1	-1	-2.0	-7	4	-1.1

# The whole of this part, from the start:
# Every second line gives: BoNT-F LC inh	Mtb BioA inh	PrPC TRFRET	Rv3671c protease	FBA Mtb inh	Mtb UGM inh	MazEF act	GDH-TPI counter	FadD28 FP inh
CNC(=S)N/N=C/c1cccc(OCc2ccccc2F)c1
 : -3	0.4	15	-14	0	-0.8	-4	5	-3.3
Cc1cccc(Cl)c1OCCCn1ccnc1
 : ?	-0.3	2	-4	1	1.3	2	2	-3.5
CN(C)/C=C(\C=O)c1onc(-c2ccccc2Cl)c1C#N
 : -5	/	-7	-10	5	1.5	10	-3	-4.0
COc1cccc(N(C(=O)C2CSC(=O)C2)C(C(=O)NC(C)(C)C)c2ccncc2)c1 (stereo unspecified)
 : 0	/	-6	1	-1	-2.0	-7	4	-1.1
CCOc1ccc(S(=O)(=O)N2CCC(C(=O)NC3CC3)CC2)cc1C
 : 4	-0.1	-6	-5	2	0.7	2	8	/
Cc1c(CN2CCCCC2)c(O)n(CCO)c(=O)c1C#N
 : -13	/	5	-28	2	2.3	46	15	1.0
C=CCNc1nc(C(=O)OCC(=O)Nc2ccccc2C(F)(F)F)cs1
 : /	-0.4	1	-1	0	0.1	3	-4	-2.1
Cc1ccc(NC(=O)COc2ccc3c(c2)CCC3)nc1
 : -12	-2.6	1	3	-1	-2.2	5	-9	-0.6
CC(=O)NC(CC(=O)OCC(=O)N1CCN(S(=O)(=O)c2ccc(Cl)cc2)CC1)c1ccccc1 (stereo unspecified)
 : -8	/	2	1	-1	-0.4	-2	0	-2.9
CN(CC(=O)Nc1ccc(OC(F)(F)F)cc1)C(=O)c1ccc(N2CCCC2=O)cc1
 : 0	1.7	-3	-1	2	2.5	1	12	-0.1
CN1CCN(/C(=N\S(=O)(=O)c2ccc(F)cc2)c2ccccc2)CC1
 : -13	-2.2	-1	5	0	-2.6	5	4	-0.7
C=CCn1c(=O)c2ccccc2n2c(SCC(N)=O)nnc12
 : -4	-0.7	36*	3	1	1.7	11	5	-1.5
O=C(C1CCC(CNc2nc(=S)[nH]c3ccccc23)CC1)N1CCN(c2ccccn2)CC1 (stereo unspecified)
 : -11	-1.5	-4	-4	4	-0.1	-3	7	-2.7
COc1ccc(-c2cc(C(=O)Nc3ccccc3F)on2)cc1
 : 1	/	0	-7	-1	2.0	5	6	-0.9
CC1CCC(NC(=O)C2CCC(CNc3c(N4CCCCC4)c(=O)c3=O)CC2)CC1 (stereo unspecified)
 : 0	-4.1	-8	7	-3	-4.7	3	4	-1.3
C[N+]1(CC(=O)OCCCc2ccccc2)CCCC1
 : -4	/	2	3	0	-3.0	3	2	0.0
O=C(Nc1ccnn1C1CCN(Cc2ccccc2F)CC1)C1CCCC1
 : -4	1.7	8	-3	1	-2.6	4	-5	0.9
O=[N+]([O-])c1ccc(N2CCN(Cc3ccc(Br)o3)CC2)cc1
 : 32	8.9	-4	/	0	0.1	1	5	-5.1
O=C1CN(C(=O)COC(=O)c2ccc([N+](=O)[O-])o2)c2ccccc2N1
 : 2	0.5	-22	-18	-1	-0.1	-1	7	-1.3
O=C1NC(=S)N(c2ccccc2)C(=O)/C1=C/c1ccco1
 : -10	9.0	-8	-63	-2	-3.5	-21	-4	11*
COc1ccc(-c2nnc(NC(=O)CSc3ccc(C)cc3)s2)cc1OC
 : -2	/	-13	5	1	-0.2	5	-6	-0.8
Cc1onc(-c2ccccc2)c1C(=O)Nc1cccc(S(=O)(=O)N2CCCCC2)c1
 : -5	-0.6	2	-7	0	-1.0	0	0	-3.0
CC(=O)N1CCN(S(=O)(=O)c2cccc(C(=O)N3CCN(S(=O)(=O)c4c(C)c(C)cc(C)c4C)CC3)c2)CC1
 : 7	-0.9	-4	/	-3	/	9	-7	-4.3
COc1ccccc1CN1C(=O)C2CC=CCC2C1=O (stereo unspecified)
 : 3	/	1	8	1	-0.8	4	10	-2.9
CN(C)CCCNc1oc(/C=C/c2cccs2)nc1S(=O)(=O)c1ccccc1
 : -1	0.7	-4	-20	2	-2.1	10	16	0.5
CCN(CC)S(=O)(=O)c1cccc(C(=O)N[C@H](C(=O)OCC(N)=O)C(C)C)c1
 : -14	-1.1	-8	1	4	1.0	12	6	0.8
COc1cc(NC(=O)NNC(=O)c2cc3occc3n2C)cc(OC)c1OC
 : /	-0.3	0	-7	-1	1.5	6	4	-2.9
Cn1cnnc1SCC(=O)N1N=C2/C(=C/c3ccco3)CCCC2C1c1ccco1 (stereo unspecified)
 : 2	/	-2	-7	0	-0.2	-1	19	-2.0
Cc1ccc(NC(=O)c2ccc(CSc3ccccn3)cc2)c(O)c1
 : 1	/	6	-4	1	-0.4	3	-6	-4.3
Cc1n[nH]c(C)c1CCC(=O)N/N=C/c1cccc([N+](=O)[O-])c1
 : -11	/	-16	-8	2	0.0	-8	9	-1.2
Cc1onc(-c2c(F)cccc2Cl)c1-c1nnc(-c2cccc3ccccc23)o1
 : /	7.7	9	-2	-1	3.5	-25	-5	-2.0
COc1cccc(-c2nn3c(-c4cc(C)[nH]n4)nnc3s2)c1
 : -18	1.0	-6	-12	-1	0.2	2	-8	-2.3
Nc1c(C(O)(C(F)(F)F)C(F)(F)F)ccc2ccccc12
 : -7	0.0	-2	/	28*	/	-10	4	0.2
Cc1cnc(CNC(=O)c2csc([C@H]3C[C@H](O)[C@@H](CO)O3)n2)cn1
 : -3	0.2	-6	/	1	/	/	-11	-2.7
O=C(/C=C/c1ccccc1[N+](=O)[O-])NCc1ccncc1
 : -6	/	-33	-10	-2	-0.2	-17	2	-0.1
Cc1ccc(C(=O)N/N=C/c2ccc(N3CCOCC3)cc2)c(C)c1
 : 2	/	-5	1	1	-0.4	12	34*	-2.4
Cc1nnc(-n2ncc(C#N)c2N)c2nn(-c3cccc(Cl)c3)c(C)c12
 : -9	0.0	-2	2	0	1.2	-3	5	-2.5
CCOC(=O)C1CCCN(C(=O)C2CCN(S(=O)(=O)c3ccc4ccccc4c3)CC2)C1 (stereo unspecified)
 : -8	0.1	8	2	-5	-2.2	4	5	-3.3
CCN(CC(=O)Nc1ccccc1C(F)(F)F)C(=O)c1ccccc1SCC(=O)N1CCCC1
 : ?	-1.9	-4	0	-2	1.7	3	-4	0.4
COc1ccc(N(Cc2ccccc2)S(=O)(=O)c2cccc(C(=O)Nc3ccccn3)c2)cc1
 : 1	0.0	-10	-28	2	-0.8	0	5	-1.0
O=C(C[C@H]1C/C=C\C[C@H](Cc2ccc(F)cc2)C(=O)OC[C@@H]2CCCN2C1=O)N[C@H](CO)Cc1ccccc1
 : -1	/	-8	4	4	-0.3	3	14	/
Cc1ccc(-c2cc(C(=O)n3cnc4ccccc43)c3ccccc3n2)cc1C
 : 10	0.5	2	-2	50*	2.1	-3	8	-2.1
O=C(CNC(=O)c1nc[nH]c1C(=O)NCC(=O)OCc1ccccc1)OCc1ccccc1
 : -13	0.3	-2	-7	0	-1.3	2	-2	?
CC(=O)c1cc2c(cc1NC(=O)C1CC1)OCO2
 : -10	-2.5	-4	-1	3	-1.6	1	21	0.2
CC1CCCCN1Cc1c(O)ccc2c(=O)c(-c3ccc(Cl)cc3Cl)coc12 (stereo unspecified)
 : ?	-1.2	-10	-4	62*	2.2	10	18	0.1
COc1ccc(CNC(=O)c2cccnc2Sc2ccc(Cl)cc2)cc1
 : 5	-2.1	/	-2	0	0.5	-2	18	-1.4
Fc1ccc(CN2CCCCCCC2)cc1F
 : -3	0.0	1	8	-2	2.8	0	10	-1.3
N#CC(c1ccc(O)cc1)N1CCN(C(C#N)c2ccc(O)cc2)CC1 (stereo unspecified)
 : -2	/	3	/	-1	/	-16	82*	-1.4
CC(C)N(Cc1ccc(F)cc1)C(=O)c1cc2ccccc2oc1=O
 : /	0.3	0	-2	4	0.8	/	9	-0.3
O=C(O)CC(CP(=O)(c1ccccc1)c1ccccc1)C(=O)O (stereo unspecified)
 : -4	-0.8	6	-2	0	-0.1	0	-6	-2.1
O=C(NC1CCCC1)C(c1ccc(F)cc1)N(C(=O)c1csnn1)C1CCCC1 (stereo unspecified)
 : -1	0.0	0	-1	-2	-0.6	5	-3	-4.2
CCN(CC)C(=O)[C@H]1CC(CC(=O)NC/C=C(\C)CCC=C(C)C)C(=O)N2CCc3c([nH]c4ccc(OC)cc34)[C@]12C (stereo partly specified)
 : -2	-0.8	-2	/	1	/	7	-9	0.1
Cc1cccc(N2C(=O)c3cccc4cccc(c34)C2=O)c1
 : 16	-0.5	-47	4	-1	-2.9	-12	15	-3.2
CCOc1ccccc1C1N(c2ccc(OC)cc2)C(=O)C2CCCN21 (stereo unspecified)
 : -3	-0.1	6	2	0	-6.7	4	0	-2.1
COc1ccc(C(=O)NC(C)(C)C)cc1S(=O)(=O)N1CCCC1
 : 0	0.6	2	0	3	-2.1	9	8	0.9
O=C(NNC(=O)c1cccc(Br)c1)C(=O)N1CCCCC1
 : -1	/	10	8	-2	-0.8	0	12	-0.7
CSc1ncc(Cl)c(C(=O)Nc2ccc(S(=O)(=O)N3CCOCC3)cc2)n1
 : -27	4.1	-9	-3	1	1.6	-12	12	-2.3
Cc1c(C)n2c(SCC(=O)Nc3ccc4c(c3)OCCO4)nnc2[nH]c1=O
 : -10	0.3	9	7	2	/	-11	0	0.4
CCOc1ccccc1Nc1nc(-c2sc(NC(=O)c3ccco3)nc2C)cs1
 : -9	-1.1	5	-2	2	2.4	2	21	-2.3
C=CC[C@@H](CC(=O)N[C@H](CO)Cc1ccccc1)C(=O)NCCOC(=O)[C@@H](CC=C)Cc1ccc(F)cc1
 : 4	-1.2	-3	-2	5	-2.5	1	5	-0.8

# Additional structures.
# Every second line gives: BoNT-F LC inh	Mtb BioA inh	PrPC TRFRET	Rv3671c protease	FBA Mtb inh	Mtb UGM inh	MazEF act	GDH-TPI counter	FadD28 FP inh
COCCOC(=O)c1c(C)n(C)c2ccc(OC(=O)N(C)C)cc12
 : -4	-1.0	-6	-1	2	-1.9	-1	11	-0.7
Cc1ccc(NC(=O)CCN2C(=O)C3C4CCC(C4)C3C2=O)cc1[N+](=O)[O-] (stereo unspecified)
 : 8	-2.0	-9	-1	4	-2.8	0	7	/
COc1ccc(CNC[C@H]2O[C@@H](n3ccc(=O)[nH]c3=O)[C@H](O)[C@@H]2O)cc1OC
 : -3	-0.7	4	/	-2	/	-11	2	-2.4
Cc1ccccc1C(=O)Nc1ccc(S(=O)(=O)N2CCCC2)cc1
 : -41	0.9	9	2	4	0.8	-19	3	-1.0
COc1ccc(C(C(=O)NC2CCCC2)N(C(=O)c2ccco2)c2ccccc2OC)cc1 (stereo unspecified)
 : -25	1.0	-3	0	1	-1.7	-13	5	0.9
COc1ccc(C2=NOC(C(=O)NCc3ccccn3)C2)cc1 (stereo unspecified)
 : 72*	/	-7	-12	2	-1.8	6	0	2.0
CC(=O)NC(Cc1ccccc1F)C(=O)NC1CCN(c2ncccc2[N+](=O)[O-])CC1 (stereo unspecified)
 : -4	/	-13	-1	-3	-1.1	9	1	-14
